AmpC inh detg: inhibitors of E. coli AmpC beta-lactamase with detergent; P00811; AmpC hydrolysis of nitrocefin, absorbance 480 nm, 0.01% Triton; Potency, µM (top dose mostly 114 µM), inactives show at the highest dose activity change, negative = inhibition, hits mostly inhibitors; 370,000 tested, 0.041% active;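 note: potency is the fitted concentration of half-maximal effect; 0% = no-compound wells and -100% = no-enzyme wells; nearly all actives have a fitted effect of over 25% in size; some results filed as inactive show a strong effect at the top dose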
Target sequence (P00811 whole entry, looked up): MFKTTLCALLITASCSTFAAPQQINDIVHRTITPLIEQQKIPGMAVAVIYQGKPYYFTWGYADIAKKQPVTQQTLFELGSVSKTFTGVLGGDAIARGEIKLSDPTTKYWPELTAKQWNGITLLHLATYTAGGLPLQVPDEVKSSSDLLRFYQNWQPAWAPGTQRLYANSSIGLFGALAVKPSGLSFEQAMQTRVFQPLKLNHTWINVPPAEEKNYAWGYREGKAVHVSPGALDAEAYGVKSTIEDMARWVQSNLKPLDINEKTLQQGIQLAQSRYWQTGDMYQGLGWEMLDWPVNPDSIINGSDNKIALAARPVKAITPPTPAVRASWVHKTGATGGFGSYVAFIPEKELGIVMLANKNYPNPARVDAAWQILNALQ
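AmpC (5.3 nM in the dispensed reagent) in 20 mM phosphate pH 7.0 with 0.01% (detergent screen) or 0.0001% Triton X-100 was preincubated with compounds for 15 min at room temperature. Nitrocefin was then added from an 800 uM solution, and hydrolysis was followed at 480 nm.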
LmPK inh: LmPK (Leishmania mexicana) enzyme inhibition; Potency, µM (doses to about 57.5 µM), without a hit: at the highest dose activity change, negative = inhibition, usual class: inhibitors; AID 1721; Q27686; 290,000 tested, 0.37% active; purified LmPK, Kinase-Glo ATP luminescence, 1 h; note: potency is the fitted concentration of half-maximal effect
Target sequence (Q27686 whole entry, looked up): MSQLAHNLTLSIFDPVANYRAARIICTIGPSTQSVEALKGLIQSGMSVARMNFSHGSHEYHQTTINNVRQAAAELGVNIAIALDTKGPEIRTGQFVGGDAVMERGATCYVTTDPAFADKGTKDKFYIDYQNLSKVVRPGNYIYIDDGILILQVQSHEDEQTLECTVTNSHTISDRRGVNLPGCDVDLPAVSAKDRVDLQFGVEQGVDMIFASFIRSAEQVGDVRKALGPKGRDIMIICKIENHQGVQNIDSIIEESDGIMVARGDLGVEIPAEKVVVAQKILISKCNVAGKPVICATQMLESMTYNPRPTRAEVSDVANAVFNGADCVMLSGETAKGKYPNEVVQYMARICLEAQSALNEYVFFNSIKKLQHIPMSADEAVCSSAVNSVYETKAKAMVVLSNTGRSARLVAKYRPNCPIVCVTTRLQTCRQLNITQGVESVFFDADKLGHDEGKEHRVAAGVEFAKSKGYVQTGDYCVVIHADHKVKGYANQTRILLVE
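0.1 nM LmPK, 0.5 mM PEP, 0.1 mM ADP; 50 mM imidazole pH 7.2, 7 mM MgCl2, 50 mM KCl; 1 h RT. Kinase-Glo luminescence readout, normalized to no-enzyme (full inhibition) and uninhibited wells.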
Sm TGR block: inhibitors of Schistosoma mansoni thioredoxin glutathione reductase. 360,000 tested, 3% active. Q962Y6. Potency, µM (highest dose often 114 µM), for the others: top-dose activity change, negative = inhibition, actives largely listed as inhibitors. purified TGR, DTNB reduction, TNB absorbance 405 nm; note: potency is the fitted concentration of half-maximal effect; nearly all actives have a fitted effect of over 60% in size
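TGR 20 nM + NADPH 100 uM (dispensed conc.), cpd preinc 15 min RT; start with NADPH (500 uM addition) then DTNB (15 mM addition). Kinetic TNB absorbance, 405 nm filter. Four-parameter Hill fit across titration.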
AmpC inh no detg: inhibitors of E. coli AmpC beta-lactamase without detergent; AID 485341; Potency, µM (titrated, usually from 57.1 µM), without a hit: at the top dose activity change, negative = inhibition, usual class: inhibitors; 330,000 tested, 0.52% active; P00811; AmpC nitrocefin hydrolysis, absorbance 480 nm, 0.0001% Triton;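 note: potency is the fitted concentration of half-maximal effect; plate controls were no compound for no effect and no enzyme for full effect; nearly all actives have a fitted effect of over 20% in size; some results filed as inactive show a strong effect at the top dose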
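AmpC (5.3 nM in the dispensed reagent) in 20 mM phosphate pH 7.0 with 0.01% (detergent screen) or 0.0001% Triton X-100 was preincubated with compounds for 15 min at room temperature. Nitrocefin was then added from an 800 uM solution, and hydrolysis was followed at 480 nm.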
AMA1-RON2 inh: AMA1-RON2 (P. falciparum) interaction inhibition; AlphaScreen AMA1-biotinylated RON2 peptide binding; Potency, µM (titrated, usually from 58.2 µM), for the others: top-dose activity change, negative = inhibition, usual class: inhibitors; 360,000 tested, 0.2% active; AID 720542;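 note: potency is the fitted concentration of half-maximal effect; 0% = vehicle wells and -100% = peptide control; nearly all actives have a fitted effect of over 45% in size; some results filed as inactive show a strong effect at the top dose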
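AMA1 (3D7) with his tag at 25 nM final met compounds first, then biotinylated RON2 peptide at 25 nM; detection used donor plus acceptor beads, 10 µg/mL apiece, read by AlphaScreen after 30 min at room temperature.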
TbPYK inhibitor: T. brucei pyruvate kinase inhibition; AID 624173; Potency, µM (doses to about 76.8 µM), for the others: at the highest dose activity, negative = inhibition, actives largely listed as inhibitors; TbPYK enzyme, Kinase-Glo Plus ATP luminescence, 45 min; 410,000 tested, 0.12% active; Q57TT1; note: potency is the fitted concentration of half-maximal effect; nearly all actives have a fitted effect of over 50% in size
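In this concentration-response screen, enzyme-free wells defined baseline while DMSO plates tracked drift. Each reaction combined TbPYK, substrate, compound and 130 uM ADP for 45 min at room temperature. Kinase-Glo Plus luminescence gave the signal.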
HCMV antiviral: inhibitors of human cytomegalovirus. HFF cells, HCMV-luciferase reporter, 72 h; stronger effect = lower value. activity change, negative = inhibition, % at 57.5 µM. 410,000 tested, 4.5% active; in the data active = activity change below about -60%; inconclusive = no clear call, values can overlap the other calls; inactive = above about -39%
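Inhibition of viral replication was scored as loss of reporter luminescence in HFFs infected with HCMV-luciferase (MOI 1 PFU/cell) for 72 h; compounds tested at 2 doses, normalized to buffer and Salinomycin controls.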
* marks the source's active call; other numbers are inactive results; ? = inconclusive; nt = not tested or not shown; & = joins results of further samples; [ ] = dose if it differs, or a comment. Unless noted, calls come from the whole dose curve; as a rule, active = well fitted curve in the direction sought with a large enough effect; inconclusive = small, poorly fitted or top-dose-only effect, or another doubt; inactive = no such curve, though single readings can be large; an effect the other way counts as inactive or inconclusive. Unless noted, % is set by controls: 0 for no effect and ±100 for the full control effect.

SMILES	AmpC inh detg	LmPK inh	Sm TGR block	AmpC inh no detg	AMA1-RON2 inh	TbPYK inhibitor	HCMV antiviral
CC(C)(C)NC(=O)/C(=C\c1ccco1)NC(=O)c1cccs1	?	-4%	-9%	-10%	13%	-6%	4
CCOc1ccc(NS(=O)(=O)c2cc(NC(=O)c3cccc(C)c3)ccc2Cl)cc1	8%	2%	6%	-27%	-1%	22%	?
CCOc1ccc(C(=O)/C=C/c2ccc(SC)cc2)cc1	-1%	-6%	-6%	0%	4%	-1%	5
CC1CCC(NC(=O)CN2CCN(S(=O)(=O)c3cccs3)CC2)CC1 (stereo not given)	3%	nt	-29%	48%	-4%	-1%	-21
O=C(c1ccco1)N1CCN(Cc2nnc(-c3ccccc3)o2)CC1	-5%	1%	-9%	8%	21%	-8%	6
COc1cc(C(=O)O)c2c(c1C)OC(=O)c1c(C)cc(O)c(C=O)c1O2	nt	nt	nt	nt	36%[activator]	-7%	28
C=CCn1c(=O)c2c(nc3n2CC(C)CN3Cc2ccccc2)n(C)c1=O (stereo not given)	1%	5%	7%	49%	-8%	-2%	-12
CCOC(=O)c1csc(NC(=O)c2cc(OC)c(OC)c(OC)c2)n1	-1%	1%	8%	64%[activator]	-14%	1%	-19
CCN(CC)c1ccc(C(=C2C=CC(=[N+](CC)CC)C=C2)c2ccc(N(CC)CC)cc2)cc1	nt	nt	nt	nt	2.2µM*	?	-105*
O=c1cc(O)nc(SCc2ccccc2)[nH]1	-13%	0%	-28%	-32%	-6%	nt	4
Cc1ccc(C)c2sc(N3CCN(C(=O)c4ccc([N+](=O)[O-])o4)CC3)nc12	-13%	nt	-16%	24%	0%	-1%	-7
COC(=O)N/N=C/c1ccccc1OCc1ccccc1	-12%	0%	1%	-22%	1%	-3%	?
Cc1cc2c(C)nc(N/N=C/c3ccc(F)cc3)nc2o1	0%	0%	-5%	-16%	36%[activator]	-7%	70
CN1CCN(c2ccc(S(C)(=O)=O)cc2[N+](=O)[O-])CC1	-14%	-8%	-9%	-10%	-2%	-9%	1
O=C(Oc1cc(=O)n2ccccc2n1)c1ccccc1	-20%	0%	?	-18%	12%	17%	25
CCN1C(=O)c2ccc(C(=O)Nc3c(C)cc(C)cc3C)cc2C1=O	-7%	-4%	-32%	0%	-2%	-3%	34
O=c1cccc2n1CC1CC2CN(Cc2cccc(Cl)c2Cl)C1 (stereo not given)	-18%	4%	-28%	97%[activator]	-9%	-4%	?
CC(=NO)C1CCC2C3CCC4=CC(=NO)CCC4(C)C3C(O)CC12C (stereo not given)	nt	nt	nt	nt	-1%	-5%	6
CC(=O)c1sc2c(c1C)c(=O)n(-c1ccc(Cl)cc1)c(=O)n2Cc1cc(=O)n2cc(Cl)ccc2n1	5%	nt	0%	nt	nt	-11%	17
COc1ccccc1N1CCN(c2ncnc3c2oc2ccccc23)CC1	?	-2%	-23%	-8%	4%	-2%	-21
O=C(O)CCn1cc(/C=N/O)c(-c2cccc([N+](=O)[O-])c2)n1	-11%	1%	2%	-12%	9%	0%	25
CCC(C(=O)NC(C)c1ccccc1)C(=O)NC(C)c1ccccc1 (stereo not given)	0%	-3%	18%	139%	14%	-1%	29
CC(C)CNC(=O)c1cccc(NC(=O)Cc2ccc(Br)cc2)c1	-4%	-2%	-1%	?	-1%	-6%	-29
CCOc1ccc(NC(=O)CCS(=O)(=O)c2ccc(Br)cc2)cc1	-5%&-3%	-3%	-30%&-24%	-2%	-2%	-3%	7&0
COc1ccc(N2C(=O)CCC(C(C)=O)=C2C)cc1	-17%	11%	0%	-18%	7%	-2%	-3

Reformatted as comma-separated lines: part of the list above.
molecule,AmpC inh detg,LmPK inh,Sm TGR block,AmpC inh no detg,AMA1-RON2 inh,TbPYK inhibitor,HCMV antiviral
CCOc1ccc(NS(=O)(=O)c2cc(NC(=O)c3cccc(C)c3)ccc2Cl)cc1,8%,2%,6%,-27%,-1%,22%,?
CCOc1ccc(C(=O)/C=C/c2ccc(SC)cc2)cc1,-1%,-6%,-6%,0%,4%,-1%,5
CC1CCC(NC(=O)CN2CCN(S(=O)(=O)c3cccs3)CC2)CC1 (stereo not given),3%,nt,-29%,48%,-4%,-1%,-21
O=C(c1ccco1)N1CCN(Cc2nnc(-c3ccccc3)o2)CC1,-5%,1%,-9%,8%,21%,-8%,6
COc1cc(C(=O)O)c2c(c1C)OC(=O)c1c(C)cc(O)c(C=O)c1O2,nt,nt,nt,nt,36%[activator],-7%,28

Further results:
SMILES	AmpC inh detg	LmPK inh	Sm TGR block	AmpC inh no detg	AMA1-RON2 inh	TbPYK inhibitor	HCMV antiviral
C=CCNC(=S)N1CCC(C(=O)c2ccc(C)cc2)CC1	0%	1%	-2%	-11%	9%	-11%	nt
CC1CCCCC1NC(=O)COc1cccnc1[N+](=O)[O-] (stereo not given)	nt	nt	nt	-11%	3%	-5%	-6
O=C(COC(=O)/C=C/c1ccc(F)cc1)NCc1cccs1	1%	nt	1%	-12%	-6%	2%	-9
O=C(C1CCC(CNS(=O)(=O)c2cccs2)CC1)N1CCN(c2ccc(Cl)cc2)CC1 (stereo not given)	0%&9%	1%	3%&8%	12%	-2%	-1%&2%	-93*
CC(=O)c1cc2c(cc1NC(=O)CCNC(=O)c1ccccc1Cl)OCO2	-3%	-1%	6%	-15%	3%	0%	0
COC(=O)C1(S(=O)(=O)c2ccc(C)cc2)CCOCC1	-6%	-1%	-22%	2%	0%	4%	-1
CCCC(CCC)C(=O)NC1CC(=O)N(c2ccc3c(c2)OCCO3)C1 (stereo not given)	-1%	nt	-1%	nt	nt	1%	19
CCCNC(=O)C[C@H]1C[C@H]2c3cc(NC(=O)Nc4ccc(F)cc4)ccc3O[C@H]2[C@@H](CO)O1	nt	nt	nt	nt	-1%	-4%	33
O=C(COc1ccc(Cl)cc1)c1ccc(O)cc1O	-1%	2%	-4%	-41%	0%	3%	66
COc1cccc(C(=O)Nc2ccc3nc(SCC(=O)N(C)c4ccccc4)sc3c2)c1	-1%	nt	0%	nt	nt	0%	?
CC(=O)c1ccc(NC(=O)CC2Sc3ccccc3NC2=O)cc1 (stereo not given)	10%	nt	8%	nt	nt	-9%	50
COc1ccc(C2CC(c3cccc(OC)c3OC)n3nnnc3N2)cc1 (stereo not given)	?	14%	0%	7%	-3%	-6%	13
O=C(CN1C2=NCCN2c2ccccc21)c1ccc(Br)cc1	?	7%	-23%[11.4 µM]	-5%	-1%	-11%	1
O=C(CSc1nnc(NC(=O)c2c(F)cccc2F)s1)Nc1ccccc1F	-11%	1%	1%	-16%	25%	0%	-19
Cc1ccc(N/C=C/C(=O)c2sc(-c3ccccc3)nc2C)cc1	-9%	-3%	0%	-3%	-3%	-3%	1
NC(=O)C1CCN(C(=O)CSc2nc3ccccc3o2)CC1	-2%	-3%	10%	-9%	-5%	4%	-26
CN(C)S(=O)(=O)NCc1ccc2c(c1)OCO2	1%	2%	4%	-17%	1%	3%	48
NC(=S)N/N=C/c1ccc(Br)o1	?	5%	?	-8%	77%[activator]	2%	?
O=[N+]([O-])c1ccc(Sc2n[nH]c(-c3ccc(Cl)cc3Cl)n2)nc1	-11%	11%	-25%	-8%	62%[activator]	-3%	4
Cc1csc(SCC(=O)NC(=O)NCc2ccccc2)n1	2%	-11%	0%	-36%	-9%	-5%	-31
O=C(Nc1ccccc1C(F)(F)F)c1ncoc1-c1ccco1	11%	nt	-2%	nt	nt	7%	-16
CC1CC(C)CN(C(=O)CSCC(=O)Nc2nc(-c3cccs3)cs2)C1 (stereo not given)	?	0%	1%	-14%	31%[activator]	-6%	-14
O=C1c2ccccc2C(=O)N1CCC1=CCCCC1	-5%	-3%	29%	-9%	-21%	2%	39
CN(C)c1ccc(C(=O)C(=O)c2ccccc2)cc1	-10%	10%	14%	32%[activator]	-10%	-10%	-10
O=C(O)c1ccccc1C(=O)c1ccc2c(c1)N(Cc1ccc(Cl)c(Cl)c1)C(=O)CO2	5%	1%	10%	-14%	-17%	3%	-14

(next part)
SMILES	AmpC inh detg	LmPK inh	Sm TGR block	AmpC inh no detg	AMA1-RON2 inh	TbPYK inhibitor	HCMV antiviral
CC(=O)c1ccc(OC(C)C)c(CC(C(N)=O)C(N)=O)c1	?	-15%	0%	0%	0%	4%	24
CCN1CCN(CC(=O)Nc2ccc(C(C)=O)cc2)CC1	2%	1%	?	1%	?	4%	-9
O=C(COC(=O)C1CC(=O)N(Cc2ccccc2)C1)c1ccc(Br)cc1 (stereo not given)	-10%	2%	-3%	85%[activator]	-7%	-7%	?
COCCc1nn2c(=O)cc(COC(=O)c3ccco3)nc2s1	27%	nt	-11%	nt	nt	-2%	11
CN(C)C(=O)N1CCC(C(=O)NCc2ccccc2Cl)CC1	-8%	-1%	-6%	-7%	-3%	0%	21
CCn1c(SCC(=O)N/N=C/C=C\c2ccco2)nc2ccccc21	?	0%	22µM*	-30%	-3%	-13%	-11
CC1CCCCN1S(=O)(=O)c1ccc(N(C(=O)c2cnccn2)C(C(=O)NC2CCCC2)c2cccs2)cc1 (stereo not given)	-9%	-1%	4%	83%[activator]	6%	-3%	?
O=C(c1ccc(Cl)cc1)C1CCCN(C2CCSCC2)C1 (stereo not given)	0%	-2%	-8%[57.1 µM]	-5%	0%	-1%	38
S=C1NC(c2cccs2)=CC(c2ccc(Br)cc2)N1 (stereo not given)	-4%	6%	-4%	-38%	7%	-14%	49
CN(C)c1cccc2c(C#N)ccc(N(C)C)c12	-6%	8%	-22%	-10%[11.4 µM]	-25%	-17%	-2
Cc1cc(=O)n2[nH]c(C)cc2n1	3%	6%	7%	-11%	-8%	2%	-9
O=[n+]1c2c(n([O-])c3c1CCC3)CCCC2	-1%	5%	10%	-20%	-5%	-4%	-21
O=C(/C=C/c1ccco1)N(Cc1ccccc1)C1CCS(=O)(=O)C1 (stereo not given)	2%	1%	3.2µM*	18%	-1%	0%	-4
CCCc1c(C)nc2ccccc2c1SCCC#N	1%	-18%	-14%	31%	-5%	-8%	-85*
O=C(CSc1oc(-c2ccccc2)nc1S(=O)(=O)c1ccc(Br)cc1)NC1CCCCC1	-1%	nt	-4%	nt	nt	-13%	14
COc1ccc(C2CC(c3cccc(F)c3)=NN2c2ccc(S(N)(=O)=O)cc2)cc1 (stereo not given)	nt	nt	nt	-47%	51%[activator]	6%	4
Nc1nc(SCc2nc3scc(-c4ccccc4)c3c(=O)[nH]2)n[nH]1	9%	9%	5%	-36%	11%	-6%	21

Not a hit list; any-hit rate near 7.4%.
